SSB-PriA inh: inhibitors of Klebsiella pneumoniae PriA binding to SSB C-terminal tail, primary screen, biochemical, AlphaScreen. actives 0.6% (n = 430,000). PriA–SSB C-terminal tail interaction (Klebsiella pneumoniae). AlphaScreen SSBct-PriA binding, biotinylated peptide. inhibition, % at 33 µM; in the data active = inhibition mostly above about 37%, no sharp cut-off; inactive = mostly below about 20%;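 note: plate controls were negative control peptide for no effect and reference peptide for full effect; strong numbers were not always called active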
An asterisk follows results filed as active; & = joins results of further samples. These rows are one share of the data; count on the stated rates, not on these rows.

molecule,SSB-PriA inh
Cc1nnc2sc(SCC(=O)Nc3ccc(C(F)(F)F)cc3)nn2c1=O,-3
O=c1c2ccccc2c(CNS(=O)(=O)Cc2ccc(F)cc2)nn1CCN1CCCC1,1
O=C(NN=Cc1ccc(Cl)c([N+](=O)[O-])c1)C1CC1,2
Cc1ccc(-n2c(-c3ccc(Cl)c(Cl)c3)cnc2SC2CCCC2)cc1,11
CCCCOc1ccc(C(=O)Nc2cc(C)no2)cc1,4
O=C(CN1C(=O)CCC1=O)Nc1ccc(-c2ccc(NC(=O)CN3C(=O)CCC3=O)cc2)cc1,-8
C=CCn1c(SCC(=O)NCc2ccco2)nc2scc(-c3ccccc3Cl)c2c1=O,-8
CC(C)(Oc1ccc(Cl)cc1)C(=O)N1CCC(Oc2cccnc2)CC1,-6
COc1ccc(N2CCN(C(=O)c3cc4ccccc4o3)CC2)nn1,-6
Cc1cc(C(=O)NN=C2CCCc3ccccc32)c(C)o1,-8
CCCc1cc(N2CCN(CCOc3cccc4ccccc34)CC2)n2nc3nc(C)cc(C)c3c2n1,-16
O=C(OCc1cc(-c2cccs2)on1)c1ccc(-n2cccc2)cc1,-4
Cc1cc(C)c2nc(N=C(N)NC(=O)c3ccccc3)nc(C)c2c1,14
C=CCNC(=O)CSc1nc(CCC)cc(=O)[nH]1,6
O=C(CN1C(=O)CCC1=O)N(CCc1cccs1)Cc1ccoc1,5
CN(C)c1ccc(CN(Cc2ccco2)C(=O)c2ccc(Br)cc2)cc1,22
O=C(c1ccc2ccccc2c1)N(Cc1cccnc1)c1nc2c(Cl)cccc2s1,-11
CC1CCN(C(=O)Cn2nc3n(Cc4cccs4)c(=O)c4sccc4n3c2=O)CC1,1
O=[N+]([O-])CC(=Nc1ccc(Cl)cc1)NN=Cc1oc(O)c2ccccc12,-3
C=CCn1c(N)c(C(=O)NCc2ccccc2OC)sc1=S,23
CC(C)(Oc1ccc(Cl)cc1)C(=O)NCCCN1CCN(c2ccccc2)CC1,13
NC(=NOC(=O)c1cc(-c2ccccc2)nc2ccccc12)c1ccncc1,-15
COc1cc2c(cc1OC)CN(S(=O)(=O)CCNC(=O)c1ccccc1Br)CC2,-10
Cn1nc(CNC(=O)CSCc2ccccc2)cc1-c1cccs1,-20
O=C(Nc1nccs1)c1c[nH]c(=O)n(Cc2ccco2)c1=O,3
CCOC(=O)c1nn(-c2ccc(F)cc2)c(=O)c2c(NC(=O)c3cc4ccccc4o3)scc12,-4&9
O=C(NCc1ccc(C(O)c2ccccc2)s1)C(=O)Nc1ccon1 (stereo unspecified),5
C=CCN1C(=O)C(C)(C)COc2cc(NC(=O)Cc3ccc(Cl)cc3)ccc21,9
O=C(CCCn1nc(-c2ccco2)ccc1=O)Nc1cccc(C(F)(F)F)c1,8
COc1ccc(CNC(=O)N2CC(c3nc(-c4cnccn4)no3)C2)cc1OC,-12

Some of the entries above in a different format:
SMILES: COc1ccc(N2CCN(C(=O)c3cc4ccccc4o3)CC2)nn1
  SSB-PriA inh: -6

SMILES: Cc1cc(C(=O)NN=C2CCCc3ccccc32)c(C)o1
  SSB-PriA inh: -8

SMILES: CCCc1cc(N2CCN(CCOc3cccc4ccccc34)CC2)n2nc3nc(C)cc(C)c3c2n1
  SSB-PriA inh: -16

SMILES: O=C(OCc1cc(-c2cccs2)on1)c1ccc(-n2cccc2)cc1
  SSB-PriA inh: -4

(listing goes on)
molecule,SSB-PriA inh
O=C(NCC1(c2cccs2)CCCCC1)c1ccncc1,-4
COc1ccccc1-c1c(C(F)(F)F)oc2c3c(ccc2c1=O)OCN(Cc1cccs1)C3,-23
Cn1cccc(C(=O)NCCc2csc(-n3cccn3)n2)c1=O,13
NC(=O)c1ccc(C=NO)nc1,5
O=C(COc1ccccc1C(=O)O)Nc1ccc(F)cc1,-13
NC(=NOC(=O)Cc1ccccc1[N+](=O)[O-])c1cccnc1,2
O=C(/C=C/c1cccs1)Nc1nnc(C2CCCO2)o1 (stereo unspecified),5
O=C(NCCC(O)C1CCOCC1)c1cccc(Br)c1 (stereo unspecified),-2
O=C(Cc1csc(Nc2ccccc2)n1)NCc1ccc(F)cc1,18
Cn1cccc1C(O)CCNC(=O)c1ccc(Cl)s1 (stereo unspecified),-1
CC(=NNC(=S)NCc1ccccc1)c1ccccc1F,-1
COc1c[nH]c(C(=O)Nc2cccc(Cl)c2)cc1=O,-8
CCOc1ccccc1NC(=O)CSc1nnc(-c2cnccn2)n1Cc1ccco1,46
CCOCCn1c(=O)c2c(nc(-n3nc(CC)cc3CC)n2C)n(C)c1=O,-10
CC(=O)Nc1ccc(S(=O)(=O)NCC2(O)CCOCC2)c(C)c1,-2
CC(C)(CO)NCC(O)COC1CC2CCC1(C)C2(C)C (stereo unspecified),-7
CC1(C)COc2ccc(NC(=O)C34CC5CC(CC(C5)C3)C4)cc2NC1=O,-5
Cn1nc(C2CCN(C(=O)CCC(=O)c3ccccc3)CC2)n(-c2ccccc2)c1=O,-1
O=C(CCCCn1c(=O)c2ccccc2n(CC(=O)NC2CCCCC2)c1=O)NC1CCCCC1,-3
CC(=O)Nc1ccc(SCCCC(=O)Nc2cc(F)ccc2F)nn1,-42&-20
NC(=NO)c1ccncc1,-5
CC(C)c1cccc(NC(=O)C2CCN(c3c(C#N)cnc4ccccc34)CC2)c1,-2
CC(Cc1ccco1)NC(=O)c1ccc(OC(F)(F)F)cc1 (stereo unspecified),-9
Cc1c(C(=O)c2ccc(Cl)cc2)oc2ccc(NC(=O)c3cccs3)cc12,-14
CON=C(CS(=O)(=O)Cc1ccccc1Cl)c1ccc(Cl)cc1Cl,-57
Cn1c(=O)[nH]c(=O)c2c1nc(Br)n2Cc1cccc2ccccc12,2
CCOC(=O)CCC(=O)Nn1cnc2c(cnn2-c2ccc(C)cc2)c1=O,2
COc1ccc(NC(=O)Nc2cccc(Cl)c2)cc1N1CCCC1=O,-1
Cc1cc(C(=O)N2CCC(c3nnc(C4CC4)o3)CC2)c(C)o1,-8
CC(C)c1c(C(=O)NN=C2CCc3ccccc32)nnn1-c1nonc1N,-4

Other compounds.
Molecule,SSB-PriA inh
Cc1nnc(SCC(=O)Nc2ccc(F)cc2F)c2c1cnn2-c1ccc(F)cc1,-4
NC(=NO)c1cn(Cc2ccccc2Cl)c2ccccc12,28
Cc1ccc(S(=O)(=O)N(C)N=C/C=C/c2ccccc2)cc1,1
Cc1ccc(S(=O)(=O)N2CCN(c3ccc(-c4ccc(F)cc4)nn3)CC2)s1,-10
O=C(CCCSc1ccc(NC(=O)C2CC2)nn1)NCc1ccccc1,-17
O=C(COc1ccc(Cl)cc1Cl)Nc1nc2ccc3ccccc3c2s1,-23
Cc1nc(C)c(C(=O)NCc2cc(-c3ccc(F)cc3)on2)s1,4
CN(C)S(=O)(=O)N1CCC(Cn2ccnc2)CC1,-8
CCS(=O)(=O)N1CCCc2ccc(NC(=O)c3cccc(C(F)(F)F)c3)cc21,-10
COc1c[nH]c(C(=O)Nc2nc3ccccc3s2)cc1=O,-5
Cc1cc(NC(=O)c2cc(Cl)sc2Cl)n(-c2nc3ccc(F)cc3s2)n1,-7
O=C(Cc1ccc2c(c1)OCO2)N1CCSC(c2ccccc2Cl)CC1 (stereo unspecified),8
CC(=NOCC(=O)Nc1c(C)cc(C)cc1C)c1ccc2c(c1)OCCO2,-10
CCOc1ccccc1NC(=O)NCC(c1ccc2c(c1)CCN2C)N1CCN(C)CC1 (stereo unspecified),26
Cn1nc(C(=O)N2CC(n3cc(-c4ccccc4)nn3)C2)ccc1=O,-8
CCn1c(C)cc(O)c([C@H](c2cccnc2)N2CCC(Cc3ccccc3)CC2)c1=O,-12
CCOC(=O)CSc1ncc(-c2ccc(Br)cc2)n1CCOC,33
Cn1nc(C2CC2)cc1N1CCN(C(=O)Nc2cccc(C(F)(F)F)c2)CC1,-8
Cn1cccc1CN(C1CC1)S(=O)(=O)Cc1ccc(C(F)(F)F)cc1,-13
CC(C)(c1ccc(Oc2ccc([N+](=O)[O-])cc2)cc1)c1ccc(Oc2ccc([N+](=O)[O-])cc2)cc1,-9
NC(=NN=Cc1ccco1)C(N)=NN=Cc1ccco1,31
O=C(Nc1cccc(C(F)(F)F)c1)c1ccc2c(c1)CC(c1ccccc1)OC2=O (stereo unspecified),-9
Nc1ccc(N2CCCC2=O)cc1,23
O=C1C(=O)N(Cc2ccncc2)C(c2ccccc2F)C1=C(O)c1ccc2c(c1)OCCO2 (stereo unspecified),-1
CCOc1ccc(C(=O)Nc2nnc(-c3ccccn3)o2)cc1,-3
O=C(NN=Cc1cccnc1)c1cc2ccccc2cc1O,-15
CCOC(=O)c1ccc(NC(=O)Cn2cnc3c2c(=O)n(C)c(=O)n3C)cc1,-6
Cc1ccc(S(=O)(=O)N2CCN(c3ccc(-c4cccs4)nn3)CC2)cc1,-3
Oc1ccc(C=NN2CCCCC2)cc1O,5
COc1ncccc1C(=O)NCCn1nc(-c2ccccn2)n(C)c1=O,-2

Reformatted with each value named: 2 of the compounds above.
NC(=NN=Cc1ccco1)C(N)=NN=Cc1ccco1
  SSB-PriA inh = 31
C=CCN1C(=O)C(C)(C)COc2cc(NC(=O)Cc3ccc(Cl)cc3)ccc21
  SSB-PriA inh = 9

Further entries follow.
Molecule,SSB-PriA inh
COc1cccc(OCC(=O)NCc2ccccc2)c1,-4
Cc1cc(NC(=O)c2cc3c(=O)n4ccccc4nc3s2)ccc1Br,-13
COc1ccc(-n2c(C)nc3ccc(NC(=O)Cc4ccccc4)cc3c2=O)cc1,10
O=C(CNC(=O)OCc1ccccc1)NCc1ccccc1-c1ccsc1,-4
Cc1cc2cc(CCNC(=S)Nc3ccccc3F)c(=O)[nH]c2cc1C,10
COc1ccc(C=NNC(=O)c2ccc(OC)c(OC)c2)cc1COc1c(F)c(F)c(F)c(F)c1F,-7
c1ncn(CC2CCNCC2)n1,-5
CC(=O)c1cc2cc(Br)cc(Br)c2oc1=O,8
Cc1cc(OC2CCN(S(=O)(=O)c3ccc4oc(=O)n(C)c4c3)CC2)cc(=O)n1C,-8
NCC(O)(c1cccs1)C1CC1 (stereo unspecified),1
Cn1nc(-c2ccccc2NC(=O)CCS(=O)(=O)c2ccccc2)ccc1=O,-7
Cc1ccccc1NC(=O)NC[C@H](O)c1cccn1C,-21
Cc1cc(NC(=O)c2cc(Cl)ccc2Cl)n(-c2nc3ccccc3s2)n1,1
CO[C@@H](CNC(=O)C(=O)Nc1ccon1)c1ccco1,-7
COc1ccc(Cl)cc1S(=O)(=O)Nc1ccc2c(c1)N(C(=O)C1CCCC1)CC2,11
COc1ccc(C2(O)CN(c3ccccc3)C3=[N+]2CCCC3)c(F)c1 (stereo unspecified),-10
CCN(CC)c1ccc(C=NNc2ccccc2)c(O)c1,13
Cc1ccccc1NCN1C(=O)CCC1=O,-1
O=S(=O)(NC[C@H](O)c1cccc2ccccc12)c1ccc2c(c1)CCCC2,-14
O=C(Cc1c(F)cccc1Cl)NCC(O)(c1ccccc1)C(F)(F)F (stereo unspecified),23
Cc1cc(C)c(C)c(S(=O)(=O)NCc2ccccn2)c1C,2
O=C(Nc1ccsc1-c1nc(C2CC2)no1)[C@H]1CCOC1,-23
COc1ccc(Br)c(C(=O)N2CCC(SC)C2)c1 (stereo unspecified),-7
O=C(Nc1ccc2c(c1)CCCN2S(=O)(=O)c1ccc(F)cc1)C1CCCCC1,-13
Cc1nn(C)c(C)c1S(=O)(=O)Nc1ccc2c(c1)CN(C(=O)c1ccco1)CC2,-21
Cc1cccc(NC(=O)CCC(=O)NN=Cc2ccncc2)c1,0
Cn1nc(CNC(=O)Nc2ccc3c(c2)OCO3)cc1-c1ccccn1,31
Cc1nccn1CC1CCN(C(=O)c2c(F)cccc2Cl)CC1,-8
O=C(N[C@H]1CCSC1=O)c1cnn2c1OCCC2,-9
O=C(CSc1nnc2scc(-c3ccc(Cl)cc3)n12)c1ccc(Cl)c(Cl)c1,1

Part of the list above, set out differently:
Molecule: CCCc1cc(N2CCN(CCOc3cccc4ccccc34)CC2)n2nc3nc(C)cc(C)c3c2n1
  SSB-PriA inh = -16
Molecule: O=C(OCc1cc(-c2cccs2)on1)c1ccc(-n2cccc2)cc1
  SSB-PriA inh = -4

Going on with the list:
Molecule,SSB-PriA inh
COC(=O)c1ccc2c(=O)n(CC(=O)NC(C)C)c(=S)[nH]c2c1,-12
COc1ccc2c(c1)CCC[C@@]2(O)CNC(=O)C(=O)Nc1cccc(N2CCCC2=O)c1,-4
Cn1c(SCC(=O)Nc2ccc3c(c2)OCCO3)nc2c(-c3ccccc3)csc2c1=O,-8
Cc1ncc(C(=O)O)c(C)c1Br,-3
COCCN(Cc1ccoc1)C(=O)Cc1ccccc1Cl,-16
COc1ccccc1OCC#CCNS(=O)(=O)c1ccc(NC(C)=O)cc1,-12
Cc1ccnc(NC(=O)c2c[nH]c3c(C(F)(F)F)cccc3c2=O)c1,-2
COc1ccc(C(C)=NNC(=S)NCCc2ccccc2)cc1,23
Cc1[nH]n(-c2ccccc2)c(=O)c1C=NNC(=O)c1ccccc1F,-3
COc1ccc2nc(-c3ccc(F)c(NC(=O)Nc4cc(Cl)ccc4OC)c3)cn2n1,-13
CCCOc1ccc(S(=O)(=O)Nc2ccc3c(c2)C(=O)N(C)c2cc(C)ccc2O3)cc1,29
O=C(c1ccc2[nH]ccc2c1)N1CC[C@H](S(=O)(=O)Cc2ccco2)C1,-4
O=C(Cn1cccn1)N1CCC(Oc2ccc(C(F)(F)F)cn2)CC1,-3
Cc1ccccc1NC(=O)NC[C@H](O)C1CCCCC1,-8
CN(C)S(=O)(=O)c1ccc(C(=O)N2CCC(CSc3ccccn3)CC2)cc1,-22
CCOc1ccc(-c2cc3c(SCc4ccccc4F)nccn3n2)cc1,-13
O=C(CCNC(=O)c1ccccc1)NN=Cc1ccc([N+](=O)[O-])cc1,-8

High-throughput results as filed in PubChem BioAssay.
